Screening data: PubChem BioAssay, National Center for Advancing Translational Sciences (NCATS)
Shiga inhibitor: blocks Shiga toxin action in Vero cells; actives 9.2% (n = 290,000); inhibition, % at 38.7 µM; Vero cells, Shiga toxin protein synthesis inhibition reporter; in the data active means inhibition mostly above about 28%, no sharp cut-off; inactive means mostly below about 43%; further: 0% is about no effect
Tb PYK inh: blocks Trypanosoma brucei pyruvate kinase. Q57TT1. TbPYK enzyme, Kinase-Glo Plus ATP luminescence, 45 min. Potency, µM (highest dose often 76.8 µM), for inactives: at the top dose activity, negative = inhibition, hits mostly inhibitors. actives 0.12% (n = 410,000); further: potency means the concentration at half of the fitted maximal effect; on the % scale 0 is the no-effect control and ±100 the full control effect; nearly all actives have a fitted effect of over 50% in size
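Activity of T. brucei pyruvate kinase was followed by Kinase-Glo Plus luminescence after the enzyme reacted 45 min at room temperature with 130 uM ADP (final) and substrate. Test compounds were added before ADP at multiple concentrations.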
Pf growth 48h: P. falciparum growth inhibition at 48 hours (one generation). P. falciparum luciferase growth in erythrocytes, 48 h. Potency, µM (doses to about 28.7 µM), without a hit: at the top dose activity change, negative = inhibition, most hits filed as inhibitors. actives 5.9% (n = 310,000). AID 504832; further: potency means the concentration at half of the fitted maximal effect; on the % scale 0 is the no-effect control and ±100 the full control effect
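Erythrocytes infected with P. falciparum carrying an integrated firefly luciferase reporter (2% hematocrit, 0.1% parasitemia final) were exposed to compounds in RPMI 1640 with 0.5% Albumax at 37 C, 5% CO2. Growth inhibition was scored as reduced luminescence.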
LmPK inh: LmPK (Leishmania mexicana) enzyme inhibition; actives 0.37% (n = 290,000); AID 1721; Potency, µM (series often up to 57.5 µM), inactives show at the top dose activity change, negative = inhibition, actives largely listed as inhibitors; purified LmPK, Kinase-Glo ATP luminescence, 1 h; Q27686; further: potency means the concentration at half of the fitted maximal effect; on the % scale 0 is the no-effect control and ±100 the full control effect
Target sequence (Q27686 whole entry, looked up): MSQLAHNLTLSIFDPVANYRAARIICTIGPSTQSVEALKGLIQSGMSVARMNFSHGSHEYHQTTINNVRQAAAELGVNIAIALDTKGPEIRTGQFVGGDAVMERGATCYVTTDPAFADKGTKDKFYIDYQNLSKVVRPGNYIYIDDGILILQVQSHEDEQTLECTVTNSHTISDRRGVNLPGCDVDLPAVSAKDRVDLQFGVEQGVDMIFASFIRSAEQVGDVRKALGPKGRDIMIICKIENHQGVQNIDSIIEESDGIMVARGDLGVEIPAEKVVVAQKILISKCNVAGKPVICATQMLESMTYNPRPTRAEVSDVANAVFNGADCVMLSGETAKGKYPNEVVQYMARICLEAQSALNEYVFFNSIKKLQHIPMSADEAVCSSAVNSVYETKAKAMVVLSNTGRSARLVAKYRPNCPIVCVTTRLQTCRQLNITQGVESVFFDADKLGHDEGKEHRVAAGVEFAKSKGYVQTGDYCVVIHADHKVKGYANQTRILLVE
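Purified LmPK (0.1 nM) with 0.5 mM PEP and 0.1 mM ADP in imidazole buffer pH 7.2 with MgCl2/KCl, 1 h at room temperature. ATP formed was read by luciferase luminescence and normalized to no-enzyme and uninhibited controls.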
AMA1-RON2 inh: AMA1-RON2 (P. falciparum) interaction inhibition. AlphaScreen AMA1-biotinylated RON2 peptide binding. Potency, µM (doses to about 58.2 µM), inactives show at the highest dose activity change, negative = inhibition, most hits filed as inhibitors. actives 0.2% (n = 360,000);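 further: potency means the concentration at half of the fitted maximal effect; 0% = vehicle wells and -100% = peptide control; nearly all actives have a fitted effect of over 45% in size; some results filed as inactive show a strong effect at the top dose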
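AMA1 (3D7) with his tag at 25 nM final met compounds first, then biotinylated RON2 peptide at 25 nM; detection used donor plus acceptor beads, 10 µg/mL apiece, read by AlphaScreen after 30 min at room temperature.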
CHX counter: counter-screen hit for Shiga toxin inhibitors, cycloheximide; cell reporter, cycloheximide protein synthesis inhibition counterscreen; max response, %; actives 12% (n = 300,000); in the data active means max response mostly above about 13%, no sharp cut-off; inactive means mostly below about 14%; further: read at 38.3 µM for the half of the compounds with a filed dose; 0% is about no effect
Pf growth 96h: inhibits malaria parasite growth, 96 h; actives 6.9% (n = 320,000); P. falciparum luciferase reporter growth, 96 h; AID 504834; Potency, µM (titrated, usually from 28.7 µM), inactives show at the highest dose activity change, negative = inhibition, most hits filed as inhibitors; further: potency means the concentration at half of the fitted maximal effect; on the % scale 0 is the no-effect control and ±100 the full control effect
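P. falciparum expressing integrated firefly luciferase, in erythrocytes at 2% hematocrit, 0.05% parasitemia, incubated with compounds 96 h at 37 C, 5% CO2. Growth inhibition read as loss of luminescence; two-generation exposure targets delayed-death apicoplast inhibitors.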
Starred values were filed as active, the others as inactive; ? = inconclusive; . = no result given; [ ] = remark or other dose. Unless noted, the call rests on the fitted dose curve; in most records, active means well fitted curve in the direction sought with a large enough effect; inconclusive means small, poorly fitted or top-dose-only effect, or another doubt; inactive means no such curve, though single readings can be large; an effect the other way counts as inactive or inconclusive.

SMILES	Shiga inhibitor	Tb PYK inh	Pf growth 48h	LmPK inh	AMA1-RON2 inh	CHX counter	Pf growth 96h
Cc1ccccc1NC(=O)c1cccc(S(=O)(=O)N2CCCCC2)c1	18	0%	2%	0%	3%	-2	-17%
NC(=O)CC(NC(=O)c1ccccc1)c1ccc(NC2CCC2)c([N+](=O)[O-])c1 (centres undefined)	-5	-1%	-7%	3%	-5%	4	1%
Cc1[nH]nc2ncc(C(=O)c3cc(F)ccc3O)cc12	-10	-3%	.	-2%	1%	1	?
Cc1cc(C(=O)O)ccc1-n1c(C)cc(/C=C2\SC(=O)NC2=O)c1C	13	-13%	7%	-8%	-1%	-2	?
Cc1ccc(C(O)Cn2nc(C)cc2C)cc1 (centres undefined)	.	2%	-2%	.	15%	.	87%[activator]
CCOc1ccccc1OCC(=O)OCC(=O)Nc1ncc(Cl)cc1Cl	-9	7%	13%	-1%	10%	-5	10%
O=C(CN1CCC(C(=O)O)CC1)Nc1ccccc1Oc1ccccc1	-2	2%	-4%	3%	-3%	-1	-2%
CCOC(=O)c1ccc(N2C(=O)Cc3ccccc3C2=O)cc1	-6	-9%	?	0%	-15%	-5	-19%
CCN(c1ccc(OC)cc1)S(=O)(=O)c1nnc(NC(=O)COc2ccc(C)cc2)s1	11	2%	7%	-2%	-1%	5	?
COc1ccc(OC)c(NC(=O)C(=O)NNC(=O)C23CC4CC(CC(C4)C2)C3)c1	18	2%	?	3%	50%[activator]	1	0%
CSc1nc2nc3c(cc2c(=O)n1-c1ccccc1)COC(C)(C)C3	-16	-8%	2%	3%	5%	-3	8%
CCOc1ccc(-n2nnnc2SCC(=O)N2CCOCC2)cc1	10	-10%	18%	2%	-12%	-1	25%
Cc1ccc(C(=O)/C=C/c2ccc3c(c2)OCCO3)c(O)c1	86*	-7%	231%[activator]	-7%	?	40*	201%[activator]
COc1ccccc1C(=O)NNC(=O)C(=O)Nc1cccc(Cl)c1C	31	-5%	13%	1%	111%[activator]	10	35%[activator]
COC(=O)c1cc(NS(=O)(=O)c2ccc(C)c3ccccc23)ccc1N1CCOCC1	-9	-5%	7%	-7%	-22%	11	-24%
Cc1ccc(-c2ccc(=O)n(CC(=O)Nc3ccc4c(c3)OCCO4)n2)cc1	11	2%	-12%	5%	2%	11	6%
Fc1ccc(-n2cnnn2)c(F)c1	-20	-3%	13%	-6%	-6%	-9	11%
CS(=O)(=O)N(Cc1ccc(C(=O)NC2CCCCC2O)cc1)c1ccccc1 (centres undefined)	-6	-6%	?	4%	-6%	1	.
Cc1ccc(S(=O)(=O)N2CCN(CCC#N)CC2)cc1	-6	-2%	51%[activator]	6%	-2%	8	82%[activator]
COc1cccc(CC2(CO)CCCN(Cc3ccccc3-c3ccco3)C2)c1 (centres undefined)	12	0%	-8%	11%	-21%	-3	-5%
Oc1ccc(NCc2cccc(OCc3ccccc3)c2)cc1	47	?	-5%	1%	36%[activator]	22*	-26%[5.75 µM]
CCOCCOC(=O)c1cccc2c1-c1ccccc1C2=O	2	-2%	-4%	-8%	11%	1	-8%
COc1ccc2cc(CCNS(=O)(=O)c3c(C)cc(C)cc3C)c(=O)[nH]c2c1	-4	0%	-21%	4%	1%	-3	47%[activator]
O=C1NC2(CCCCC2)C(=O)N1/N=C/c1ccccc1Br	37	3%	3.3µM*	3%	-14%	23*	23%
O=C(Nc1ccccc1C(=O)N1CCOCC1)C1CC(=O)N(c2ccc(F)cc2)C1 (centres undefined)	14	-4%	-1%	-13%	-7%	-3	?
C=CCNC(=O)c1onc(CSc2ccccc2)c1C(=O)O	-3	1%	55%[activator]	3%	-1%	-2	42%[activator]
CCOc1ccc(CCNC(=O)C2CC(=O)N(CCc3ccccc3)C2)cc1OCC (centres undefined)	-4	3%	-2%	1%	13%	-2	?
Cc1ccc(CCNC(=O)CCNS(=O)(=O)c2ccc3c(c2)oc(=O)n3C)cc1	-9	-5%	?	-1%	8%	2	16%
COc1ccc(N(CC(=O)NC2CCCCC2)C(=O)CCCC(=O)Nc2ccccn2)cc1	-4	2%	?	-2%	9%	-6	-21%
c1ccc(Cn2c(-c3cncs3)nc3ccccc32)cc1	47	-6%	16%	-3%	11%	60*	.
CCN(CC)C(=O)N1CCC(NC(=O)Cc2ccccc2)CC1	-4	1%	10%	-1%	-7%	-2	.
COc1ccc(-c2cc(=O)oc(-c3cccc(C)c3)n2)cc1	-4	9%	49%[activator]	4%	3%	-2	49%[activator]
CCN(CC)CCN1C(=O)C(=O)/C(=C(/O)c2ccc(F)cc2)C1c1cccnc1 (centres undefined)	-6	0%	14%	-7%	17%	-6	?
Cc1cc(C)n(CC(O)Cn2cnc3c2c(=O)n(C)c(=O)n3C)n1 (centres undefined)	-9	-1%	31%	-6%	-1%	2	12%
COc1cccc(C(=O)NCC2CCCN(C(=O)c3ccc(C=O)cc3)C2)c1OC (centres undefined)	12	-3%	0%	-5%	19%	7	?
CCOC(=O)COc1ccc(CCNC(C)=O)cc1	-10	0%	13%	-10%	3%	-2	.
COCC(=O)Nc1c(C(=O)Nc2ccc3c(c2)OCCO3)oc2ccccc12	93*	4%	369%[activator]	16%	-3%	36*	.
CC(C)c1c(C(=O)N/N=C/c2cccs2)nnn1-c1nonc1N	36	0%	26%	-2%	8%	2	37%[activator]
Cc1ccc(C)c(-n2c(Cc3cccs3)n[nH]c2=S)c1	-16	?	5%	10µM*	38%[activator]	-1	22%
OC(CN1CCOCC1)Cn1c2c(c3ccccc31)CCCC2 (centres undefined)	-14	-3%	8%	4%	-11%	2	-6%
CC(C)C(NC(=O)c1ccc2c(c1)OCCO2)c1nc2ccccc2[nH]1 (centres undefined)	21	-4%	24%	3%	-3%	-10	28%
CC(C)(C)n1nnnc1C(c1ccc(Cl)cc1)N(Cc1cccnc1)Cc1ccco1 (centres undefined)	15	-20%	?	1%	10%	-4	24%
COC(=O)c1sccc1-n1cccc1C(=O)C(=O)N1CC(C)OC(C)C1 (centres undefined)	-25	0%	.	-3%	-5%	6	0%
O=C(CCl)N(c1ccccc1)C1CCCCC1	-26	-4%	10µM*	4%	2%	-6	13µM*
Cc1c(N(C)S(=O)(=O)c2cccc(C(=O)NC(C)C)c2)c(=O)n(-c2ccccc2)n1C	-11	-6%	-69%	4%	2%	-1	12µM*
CN(C)c1nc(N)c([N+](=O)[O-])c(NCC2CCCO2)n1 (centres undefined)	-2	3%	18%	-10%	-16%	2	8%
CCn1c(O)c(C=Nc2ccccc2)n(-c2ccccc2)c1=S	21	-6%	11%	4%	-12%	32	.
Cc1nnc(SCC(=O)Nc2ccc(S(=O)(=O)N3CCCCC3)cc2)s1	31	-12%	-15%	-7%	15%	-2	?
CC(NC(=O)c1cccnc1)C(=O)N1CCCCC1 (centres undefined)	-15	-8%	39%[activator]	-3%	2%	1	.
CCCOc1ccc(C(=O)CCC(=O)OCC(=O)N2CC(=O)Nc3ccccc32)cc1	-7	3%	.	8%	-6%	32*	52%[activator]
COc1ccc(/C=N/NC(=O)CN2CCN(Cc3ccccc3)CC2)cc1Br	-6	0%	-12%	5%	-1%	1	-78%
OCCc1c[nH]c2ccc(OCc3ccccc3)cc12	18	-13%	0%	2%	-7%	-3	-6%
CNS(=O)(=O)c1cc(NC(C)=O)c(C)cc1C	11	-9%	16%	0%	-12%[2.32 µM]	-2	15%
COc1ccc(-n2nnc3c(=O)n(CC(=O)N4CCCC4)cnc32)cc1	-14	2%	29%	-2%	-1%	-3	?
C/C(=N\NC(=S)NCc1ccccc1)c1ccc(C)o1	11	-9%	-17%	-3%	11%	8	?
CCCCCn1c(C)c2c(OCC)cccc(=O)c2c1C	-9	-2%	?	2%	-13%	-1	-16%
COc1ccc(CNC(=O)C2CSC(=O)C2)cc1 (centres undefined)	-8	2%	8%	0%	5%	-2	39%[activator]
CCOC(=O)c1ccc(NC2=CC(=O)C(=O)c3ccccc32)cc1	23	2%	5.9µM*	-6%	-8%	13	70%[activator]
Cc1cc(N2CCOCC2)nc(-c2ccc(Br)cc2)n1	9	-7%	2%	2%	12%	9	16%
COc1ccc(OCC(O)CN2CCN(c3ncccn3)CC2)cc1 (centres undefined)	-6	-1%	3%	-1%	-7%	-2	10%
Other entries follow:
SMILES	Shiga inhibitor	Tb PYK inh	Pf growth 48h	LmPK inh	AMA1-RON2 inh	CHX counter	Pf growth 96h
CN1CCN(C(=O)c2ccc(-c3cccs3)s2)CC1	55*	-7%	107%[activator]	-15%	6%	42*	255%[activator]
O=CN1CCN(C(=O)c2cc3cc(Cl)ccc3[nH]2)CC1	.	5%	-11%	6%	7%	-1	0%
CC(C)(C)CC(=O)Nc1nnc(SCC(=O)NC2CCCC2)s1	-6	-3%	?	-6%	-18%	-5	3%
O=C(O)c1cc(NCc2ccccc2C(F)(F)F)ccc1N1CCOCC1	17	-4%	25%	8%	32%[activator]	-2	8%
CCN(CC)CCSc1nc2ccc(OC)cc2[nH]1	-4	3%	-12%	-3%	-1%	5	-10%
CCc1ccc(C(=O)COC(=O)CNC(=O)c2ccco2)cc1	-13	-1%	.	-4%	9%	-3	15%
O=C(NC1CCCC1)C1CCN(C(=O)Nc2cccc(Cl)c2)CC1	-5	-2%	-18%	-1%	10%	-1	-14%
Cc1nnc(SCC(=O)Nc2ccc3c(c2)OCO3)s1	6	-3%	28%	0%	0%	-3	3%
CCOc1ccc(OCC)c(S(=O)(=O)NCc2ccccn2)c1	-3	4%	32%[activator]	2%	14%	12	44%[activator]
COc1cccc(CNC(=O)C2CCN(S(=O)(=O)c3cccs3)CC2)c1	-2	-6%	-10%	0%	3%	12	.
C/C=C/COC(=O)c1[nH]c2c(c1C)C(=O)CC(c1ccco1)C2 (centres undefined)	-11	-9%	1.5µM*	-3%	0%	-5	-34%
Cc1ccccc1OCC(=O)N(Cc1cccc(F)c1)C1CCS(=O)(=O)C1 (centres undefined)	11	-2%	8%	-11%	5%	-13	?
Cc1ccc2cc(/C=N/NC(=O)[C@H](C)NC(=O)OC(C)(C)C)c(Cl)nc2c1	10	1%	2%	2%	6%[2.32 µM]	5	53%[activator]
CCN(c1ccc(OC)cc1)S(=O)(=O)c1nnc(NC(=O)C2CCCCC2)s1	-3	1%	10%	-1%	-12%	-1	4%
COc1ccc(/C=C/C(=O)Nc2cccnc2)cc1OC	52*	-3%	41%[activator]	1%	6%	19*	-10%
CC(=O)Nc1ccc(NC(=O)CSc2nnc(NC(=O)c3ccc(Br)o3)s2)cc1	4	2%	5%	-20%	7%	-3	1%
